CCR6 antag: CCR6 receptor antagonists, primary screen, cell-based, CHO-K1, luminescence, beta-arrestin, uHTS; C-C chemokine receptor type 6 (Homo sapiens), P51684; CHO-K1 CCR6 PathHunter beta-arrestin, CCL20-stimulated; inhibition, % at 20 µM; 340,000 compounds, 0.49% hits;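 active = compounds whose inhibition of the agonist-driven luminescence signal at 20 µM reaches about 50%, limit read from the data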;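 also: cells stimulated with CCL20 at 14 nM final; plate controls were DMSO with CCL20 for no effect and DMSO without agonist for full effect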
CHOP UPR activ: activators of apoptotic CHOP UPR arm, primary screen, cell-based, CHO-CHOP luciferase reporter, luminescence, uHTS; 330,000 compounds, 0.34% hits; UPR activation; percent of tunicamycin response over DMSO baseline; AID 449763, 2010; activation, % at 10 µM;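 active = at 10 µM dose, activation of 40% or more, normalized to positive control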;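 also: 100% = tunicamycin at 10 µg/mL and 0% = DMSO alone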
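Test system: CHO-CHOP cells, stable luciferase reporter of PERK-eIF2a-CHOP signalling | Quantity: 500 CHO-CHOP cells per well | Buffer or medium: F12 plus 10% serum | Compound dosing: 10 µM single point, 0.5% DMSO | Schedule: 6 h compound treatment, 37 °C | Signal: Luciferase luminescence | Control set: Tunicamycin high control, DMSO low control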
CXCR6 inh: CXCR6 receptor inhibitors, primary screen, cell-based, beta-arrestin, luminescence, CHO-K1 PathHunter, 1536-well; AID 602244, 2012; 360,000 compounds, 0.36% hits; inhibition, % at 20 µM; C-X-C chemokine receptor type 6 (Homo sapiens), O00574; in the data active = inhibition above about 34%, passing the limit was not always enough;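 also: antagonist mode with CXCL16 agonist at 10 nM final; 0% = 10 nM CXCL16 with DMSO and 100% = unstimulated wells without agonist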
Target sequence (O00574 whole entry, looked up): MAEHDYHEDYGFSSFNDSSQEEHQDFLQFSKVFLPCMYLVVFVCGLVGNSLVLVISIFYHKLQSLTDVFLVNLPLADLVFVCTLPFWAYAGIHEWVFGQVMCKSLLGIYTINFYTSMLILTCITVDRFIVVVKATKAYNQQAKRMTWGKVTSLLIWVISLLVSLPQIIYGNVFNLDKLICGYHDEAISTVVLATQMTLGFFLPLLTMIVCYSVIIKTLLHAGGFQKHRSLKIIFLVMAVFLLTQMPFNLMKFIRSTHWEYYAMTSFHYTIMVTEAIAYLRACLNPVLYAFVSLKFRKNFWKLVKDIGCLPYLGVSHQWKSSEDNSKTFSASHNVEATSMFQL
EBI2 block: EBI2 receptor antagonists, beta-arrestin recruitment, primary screen, cell-based, luminescence, 7a,25-OHC stimulation, uHTS | G-protein coupled receptor 183 (Homo sapiens), P32249 | 7a,25-OHC stimulated | inhibition, % at 5 µM | 360,000 compounds, 0.81% hits | AID 651636, 2012; in the data active = inhibition above about 38%;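 also: enzyme fragment complementation signal reports receptor beta-arrestin coupling in cells; 0% = agonist plus DMSO wells and 100% = wells without agonist; some results beyond the cut were filed as inactive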
Target sequence (P32249 whole entry, looked up, the tested form may be a part): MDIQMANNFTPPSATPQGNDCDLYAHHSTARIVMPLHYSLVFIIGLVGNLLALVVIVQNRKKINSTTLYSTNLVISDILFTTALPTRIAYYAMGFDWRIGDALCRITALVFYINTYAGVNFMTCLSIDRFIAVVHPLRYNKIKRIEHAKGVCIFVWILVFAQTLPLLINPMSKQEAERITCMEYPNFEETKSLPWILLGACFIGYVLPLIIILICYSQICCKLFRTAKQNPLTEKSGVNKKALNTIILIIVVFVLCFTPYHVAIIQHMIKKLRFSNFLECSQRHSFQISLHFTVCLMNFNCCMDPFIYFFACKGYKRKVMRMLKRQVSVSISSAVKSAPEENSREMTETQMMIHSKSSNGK
Mdm2 MdmX PPI: inhibitors of human Mdm2-MdmX association, primary screen, cell-based, luminescence, split luciferase, SaOS-2, uHTS; inhibition, % at 8 µM; AID 485346, 2010; 330,000 compounds, 3% hits; Protein Mdm4 (Homo sapiens) + E3 ubiquitin-protein ligase Mdm2 (Homo sapiens), …; SaOS-2 split-luciferase Mdm2/MdmX complementation;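 active = inhibition of at least 50% at 8 µM in the primary screen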
APJ antagonist: antagonists of human apelin receptor APJ, primary screen, CHO-K1 cells, beta-arrestin complementation, luminescence. inhibition, % at 20 µM. P35414. 330,000 compounds, 0.32% hits. AID 2521, 2010;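 active = inhibition above about 40% at 20 µM, limit read from the data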;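 also: cells challenged with 10 nM apelin-13 agonist together with compound; plate controls were apelin-13 plus DMSO wells for no effect and DMSO wells lacking apelin-13 for full effect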
Target sequence (P35414 whole entry, looked up): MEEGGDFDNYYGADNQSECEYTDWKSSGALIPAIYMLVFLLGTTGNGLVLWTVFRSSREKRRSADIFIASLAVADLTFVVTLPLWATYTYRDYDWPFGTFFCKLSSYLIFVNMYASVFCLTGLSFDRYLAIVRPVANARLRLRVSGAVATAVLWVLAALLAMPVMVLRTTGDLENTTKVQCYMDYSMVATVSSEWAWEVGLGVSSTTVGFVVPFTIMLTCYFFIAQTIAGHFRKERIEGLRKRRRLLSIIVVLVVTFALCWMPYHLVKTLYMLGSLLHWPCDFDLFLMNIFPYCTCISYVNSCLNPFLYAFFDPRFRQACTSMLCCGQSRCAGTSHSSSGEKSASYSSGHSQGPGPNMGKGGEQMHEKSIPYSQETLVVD
APJ ag: agonists of human apelin receptor APJ, primary screen, CHO-K1 cells, PathHunter beta-arrestin, luminescence. 0% DMSO wells, 100% apelin. activation, % at 20 µM. 330,000 compounds, 0.11% hits;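 active = activation more than six SD over the plate average, tested at 20 µM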;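 also: 0% = DMSO alone and 100% = apelin-13 at 10 nM; some results filed as inactive read as strong as hits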
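Material: CHO-K1 APJ beta-arrestin complementation cell line; Input: cell density 1000 per well; Incubation: compound stimulation 90 min at 25 °C, detection 60 min; Signal: luminescence from split beta-galactosidase complementation, Galacton Star/Emerald II substrate; Controls: DMSO-only wells as negative, 10 nM Apelin-13 as positive control.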
UPR XBP1 act: activators of adaptive XBP1 UPR arm, primary screen, cell-based, CHO-XBP1 luciferase reporter, luminescence, uHTS | IRE1-XBP1 UPR activation; percent of tunicamycin response, DMSO as zero | activation, % at 20 µM | 330,000 compounds, 0.33% hits | AID 463104, 2010;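 active = versus positive control, 20 µM dose yields 30% or more activation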;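 also: 100% = tunicamycin at 10 µg/mL and 0% = DMSO only wells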
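Material – CHO cell line with stable XBP1 luciferase reporter · Buffer or medium – F12 plus 10% FBS · Compound – single point, 20 µM final compound, 1% DMSO · Schedule – 16-18 h cell attachment at 37 °C, then 6 h compound exposure · Signal – Steady-Glo luminescence read · Benchmarks – high control tunicamycin 10 µg/mL final, low control DMSO vehicle only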
tim23-1 inh: growth inhibitors of tim23-1 mutant yeast, primary screen, luminescence, uHTS; S. cerevisiae tim23-1 growth, BacTiter-Glo luminescence, 24 h; 330,000 compounds, 1.3% hits; inhibition, % at 20 µM;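 active = growth inhibition of the mutant yeast at or above 50%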;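 also: temperature-sensitive mutant grown at 25 °C; plate controls were DMSO-treated mutant yeast for no effect and medium wells lacking yeast for full effect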
An asterisk follows results filed as active; nt = not tested or not shown. Not all compounds are listed. The share of hits here may be higher or lower than overall.

#	Molecule	CCR6 antag	CHOP UPR activ	CXCR6 inh	EBI2 block	Mdm2 MdmX PPI	APJ antagonist	APJ ag	UPR XBP1 act	tim23-1 inh
1	COCCCNC(=O)CCc1c(C)c2cc3c(C)coc3cc2oc1=O	8	-0.1	3	2	12	-8	-4	2	11
2	CNC(=O)c1nnn(Cc2ccccc2)c1NC(C)=O	7	-2.0	-2	-9	4	13	-3	0	-3
3	Cc1ccc(NC(=O)C2CCN(S(=O)(=O)c3c(C)n[nH]c3C)CC2)c(C)c1	9	-0.9	-5	-1	-21	0	6	-4	1
4	CC(C)S(=O)(=O)c1csc(C(=O)NN)c1-n1cccc1	-7	-2.0	-9	-3	11	-2	6	-4	-1
5	Cc1ccc(CNCC(O)(c2ccccc2)c2ccc(F)cc2)cc1 (configuration not stated)	9	-2.9	-2	7	-5	-2	-3	0	28
6	CC(C)Oc1ccc(S(=O)(=O)N2CCCCC2)cc1NC(=O)CN1C(=O)NC(C)(c2ccccc2)C1=O (configuration not stated)	-2	-0.9	-3	12	2	4	7	-4	7
7	O=C(CSc1nnc(NC(=O)c2ccccc2F)s1)NCC1CCCO1 (configuration not stated)	3	3.6	2	5	16	4	3	-2	10
8	CSc1ccc(C(=O)N2CCc3ccc(NC(=O)c4ccccn4)cc3C2)cc1	14	0.8	-1	-1	2	-20	8	-2	48
9	C/C(=N\N=c1/scc(C)n1Cc1ccco1)c1cccc([N+](=O)[O-])c1	24	3.9	1	26	-30	10	2	1	2
10	Cn1c(NC(=O)CC2CCCCC2)cc(=O)n(C)c1=O	5	-1.3	9	7	-3	-43	-3	-3	-2
11	O=C(NNS(=O)(=O)c1ccccc1Cl)C1COc2ccccc2O1 (configuration not stated)	-4	1.1	2	-8	6	0	-3	0	-7
12	COc1ccc(S(=O)(=O)/C(C#N)=C/Nc2cccc(OC)c2)cc1	6	-0.3	3	3	-18	8	-2	-4	13
13	Cc1ccc(Oc2ncnc3sccc23)cc1	9	10	-1	-2	7	6	3	2	17
14	CC(C)Oc1nc(-c2ccccc2Cl)nc2ccccc12	16	0.8	-1	2	8	8	1	1	5
15	CC(C)(C)c1ccc(C(=O)NCC(=O)NCc2ccccn2)cc1	6	0.3	-3	-8	19	3	-3	0	-1
16	COc1ccc(Cc2nnc(SCC(=O)N3CCc4ccccc4C3)o2)cc1	32	-2.3	5	1	7	0	-4	2	23
17	COc1ccc(NC(=S)Nc2ncccc2C)cc1OC	12	5.4	-2	-2	-27	-1	-4	2	0
18	CCC(CC)C(=O)c1c[nH]c(C(=O)O)c1	-6	-1.5	0	-10	-4	2	1	-3	8
19	C=CCOc1ccc(/C=C2\SC(=S)N(NS(=O)(=O)c3ccc(C)cc3)C2=O)cc1	17	0.1	15	-6	-20	6	-3	2	34
20	CCOCCCNC(=S)N1CCN(c2nc(-c3ccc(F)cc3)cs2)CC1	6	2.2	-14	26	3	-3	1	-3	40
21	CCCn1c(CNc2ccc(Br)cc2)nc2ccccc21	26	2.8	0	11	-23	18	1	1	28
22	COc1ccc(-n2nnnc2SCC#CCO)cc1	-6	-2.0	9	-22	-1	17	-3	1	13
23	Cc1cc(C)c[n+](CC(=O)c2cc3ccccc3oc2=O)c1	10	3.2	0	-13	-23	-2	3	0	-2
24	CC(C)c1cc(NC(=O)CCl)on1	17	19	1	-11	9	12	-2	-4	22
25	Cc1cccc(-n2c(=O)c3c(C)c(C)sc3n(CC(N)=O)c2=O)c1	3	0.4	3	-1	21	-6	-1	0	12
26	Cc1ccc(-c2c3c(=O)n(C)c(=O)n(C)c3cn2-n2cnnc2)cc1	-23	4.2	14	11	11	19	-2	0	10
27	CCN(CC)Cc1cc(C(C)=O)ccc1O	5	1.3	-1	-11	24	8	-2	-3	3
28	Cc1ccc(NC(=S)Nc2ccc3[nH]c(=O)[nH]c3c2)cc1C	2	1.7	-5	-12	15	4	-8	-1	-16
29	Oc1ccc(Br)cc1/C=N/Nc1nc(N2CCCCC2)nc(N2CCOCC2)n1	-8	2.0	nt	nt	37	-19	-1	-3	26
30	COC(=O)N1C(=O)[C@@](c2ccc(OC)cc2)(C(C)C)N1C(=O)OC	17	-1.8	2	8	51*	6	0	-3	-18
31	CC(Sc1nc2c(c(=O)[nH]1)CCCC2)C(=O)Nc1ccc(Br)cn1 (configuration not stated)	-3	0.6	-1	4	-10	13	-1	-1	-1
32	O=C(O)c1cccc2c1C(=O)c1ccc(-c3ccc(F)cc3F)cc1S2(=O)=O	12	-0.3	3	-1	20	-6	-3	-2	-3
33	CCCCN(C(=O)c1ccc(-c2ccc([N+](=O)[O-])cc2)o1)c1c(N)n(CCCC)c(=O)[nH]c1=O	0	3.3	-1	1	4	-16	4	2	17
34	O=C(N/C(=C\c1ccc([N+](=O)[O-])cc1)C(=O)N1CCOCC1)c1cccc(Br)c1	48	1.2	-4	2	15	-12	-4	-5	-6
35	O=C(N1CCOCC1)N(Cc1cccs1)C1CCCC1	-10	1.9	-8	-6	22	-1	-4	0	1
36	O=C(NCc1cccc(C(F)(F)F)c1)C1CCN(c2ncccn2)CC1	-8	-0.9	-9	-5	-25	13	-1	2	23
37	CCOc1cccc(-c2cc(-c3n[nH]c(=S)n3CC)c3ccccc3n2)c1	15	2.4	1	11	20	9	-2	4	43
38	O=C(NN1C(=O)c2ccccc2C1=O)c1ccc2c(c1)C(=O)N(CC1CCCO1)C2=O (configuration not stated)	-1	4.6	-4	-7	22	-33	-2	2	5
39	Cc1cccnc1NC(=O)Cn1nc([N+](=O)[O-])cc1C	-4	2.0	-9	-5	-10	-2	-2	-2	10
40	COc1cccc(C(CNC(=O)C(c2ccccc2)c2ccccc2)N(C)C)c1 (configuration not stated)	13	1.7	8	-3	11	-1	0	-3	14
41	CC(=O)Nc1ccc(S(=O)(=O)NCC(=O)NNC(=O)COc2c(C)cccc2C)cc1	6	-1.0	0	-2	-1	22	0	-2	10
42	CC(C)C(OC(=O)c1cccs1)C(=O)NCc1ccccc1 (configuration not stated)	12	0.5	2	3	-8	19	-3	0	21
43	Cc1cccc(N2C(=O)C(Oc3ccc(Cl)cc3Cl)C2C(=O)O)c1C (configuration not stated)	3	0.4	8	-1	-16	2	-1	-1	23
44	Cc1cc(C)n(CC(=O)NCc2ccccc2)c(=O)c1C#N	-7	2.2	2	2	3	13	0	-2	6
45	CN(Cc1ccccc1)C(=O)c1cccc(C(=O)N(C)Cc2ccccc2)c1	17	0.2	1	1	-13	14	-2	-2	18
46	Cc1cc2cc(CNC(=O)c3ccc(S(=O)(=O)N4CCCCC4)cc3)ccc2[nH]1	6	2.5	-4	47*	5	-19	1	0	8
47	COc1ccc(CCN2CC(C(=O)Nc3ccc(S(C)(=O)=O)cc3)CC2=O)cc1OC (configuration not stated)	-7	-0.4	3	-5	-2	-1	-2	-3	8
48	COc1ccc(S(=O)(=O)NCCCN2CCOCC2)c2ccccc12	-6	-2.2	-3	-6	6	1	1	-2	3
49	CCOC(=O)c1c(C)[nH]c(C)c1S(=O)(=O)N(C)CC(=O)N1CCN(c2ccc(OC)cc2)CC1	16	1.4	-15	-2	10	12	-4	-3	-17
50	CCOC(=O)C1CCN(C(=O)c2c(-c3ccccc3)noc2C)CC1	12	1.8	2	5	20	-5	-3	-1	5
51	CC(Oc1ccccc1)C(=O)N1CCN=C1SCc1cccc(F)c1 (configuration not stated)	17	0.7	16	3	6	-1	-5	-1	3
52	CC(CN1CCCCC1)OC(=O)c1ccc(Cl)cc1Cl (configuration not stated)	14	-0.9	-22	6	-10	-29	-3	4	8
53	COc1ccc(-n2c(=S)[nH]c3ncccc3c2=O)cc1	11	0.5	-2	-4	23	6	-3	-1	-4
54	CC(C)(C)NC(=O)CN(C(=O)CCC(=O)Nc1nccs1)c1ccc2c(c1)OCCO2	14	0.2	-1	-1	13	18	3	-1	8
55	O=C1CSC(c2ccccc2)N1Cc1ccccc1 (configuration not stated)	nt	5.0	5	-6	17	15	-4	-3	1
56	CCNC(=O)Nc1ccc(-n2nc(C)c(C(=O)OCC)c2C)nc1	-11	-0.2	1	-6	4	-11	3	-4	26
57	O=C(CN1C(=O)/C(=C/c2cccc(Br)c2)SC1=S)NC1=NCCS1	20	1.1	3	-5	27	-3	-3	-1	1
58	Cc1cc2cc(C)c(NCCNC(=O)c3ccccc3Cl)nc2cc1C	-10	-1.7	-7	-12	5	12	-3	2	33
59	Cc1cc(C)cc(C(=O)O/N=C(\N)c2ccc(Br)cc2)c1	2	4.9	-8	22	100*	-38	6	0	9
60	Cn1c(Nn2cnnc2)nc2ccccc21	-11	1.8	-3	-1	-8	6	-1	0	4

(more compounds)
#	Molecule	CCR6 antag	CHOP UPR activ	CXCR6 inh	EBI2 block	Mdm2 MdmX PPI	APJ antagonist	APJ ag	UPR XBP1 act	tim23-1 inh
61	Cc1ccc(S(=O)(=O)N2CCCCC2)cc1C(=O)NCCN1CCOCC1	-13	0.4	5	-2	-18	-31	0	-2	10
62	COc1ccc2c(C)nc(N/C(N)=N/S(=O)(=O)c3ccc(C)cc3)nc2c1	12	0.6	-9	9	-4	-5	-1	-2	32
63	CCCOc1ccc(/C(O)=C2/C(=O)C(=O)N(CCN(C)C)C2c2ccco2)cc1 (configuration not stated)	-19	0.5	11	-5	9	-2	-4	3	7
64	O=C(CNC(=O)c1cccc([N+](=O)[O-])c1)OCCCC(=O)c1ccc(F)cc1	-1	0.1	-10	4	6	-11	-1	-2	5
65	COC(=O)N/N=C/c1ccc(OS(=O)(=O)c2ccc(C)cc2)c(OC)c1	3	-0.4	-6	-2	16	-8	-1	0	38

3 of the entries above in order of their number in APJ antagonist, smallest number first:
No.	SMILES	CCR6 antag	CXCR6 inh	EBI2 block	Mdm2 MdmX PPI	APJ antagonist	APJ ag	UPR XBP1 act
61	Cc1ccc(S(=O)(=O)N2CCCCC2)cc1C(=O)NCCN1CCOCC1	-13	5	-2	-18	-31	0	-2
64	O=C(CNC(=O)c1cccc([N+](=O)[O-])c1)OCCCC(=O)c1ccc(F)cc1	-1	-10	4	6	-11	-1	-2
63	CCCOc1ccc(/C(O)=C2/C(=O)C(=O)N(CCN(C)C)C2c2ccco2)cc1 (configuration not stated)	-19	11	-5	9	-2	-4	3
